Screening data (PubChem BioAssay)
ER stress rescue = rescue of cells from ER stress-induced death, primary screen, 384-well, CSM14.1, thapsigargin, ATP luminescence (AID 1222); CSM14.1 thapsigargin-induced death rescue, ATP luminescence; higher % means a stronger effect; 190,000 tested, under 10 active; cellular ATP content (survival), % at 20 µM, or EC50 in µM where a hit was titrated;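 active = EC50 below 50 µM in the dose-response confirmation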;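 note: death triggered by thapsigargin at about 15 µM added after 2 h compound pretreatment; cell ATP read after overnight thapsigargin exposure of roughly 18 to 22 hours; normalized against plate controls of thapsigargin alone and 5% DMSO vehicle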
XIAP antagonists = XIAP antagonists, biochemical, IAP family, fluorescence polarization (AID 1018) | XIAP BIR domain, fluorescence polarization peptide displacement; higher % means a stronger effect | E3 ubiquitin-protein ligase XIAP (Homo sapiens) | displacement, % at 20 µM, or IC50 in µM where a hit was titrated | 200,000 compounds, 0.007% hits; in the data active = displacement above about 50%; note: a part of the inactive calls stands beside numbers as strong as those of hits
Myeloid diff MLP = induction of myeloid progenitor differentiation, primary screen, cell-based, flow cytometry, MLPCN library; calls only at 10 µM; 360,000 compounds, 1% hits; ER-HoxA9 myeloid progenitors, lysozyme-GFP differentiation;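 active = normalized GFP-positive differentiation at or above the plate's own cutoff, the solvent-only control mean plus 3 SD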;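 note: cells exposed to compound for four days before flow analysis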
PMI inhibitors = inhibitors of human PMI, primary screen, biochemical, fluorescence intensity, coupled assay (AID 1209); Mannose-6-phosphate isomerase (Homo sapiens); purified PMI enzyme, coupled fluorescence intensity; higher % means a stronger effect; inhibition, % at 20 µM, or IC50 in µM where a hit was titrated; 190,000 compounds, 0.42% hits;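 note: plate controls were DMSO vehicle for no effect and wells lacking substrate for full effect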
PMI inhibition = human PMI inhibitors, high substrate, primary screen, biochemical, fluorescence intensity, high mannose 6-phosphate (AID 1220) | inhibition, % at 20 µM; hits with a dose series show IC50 in µM | Mannose-6-phosphate isomerase (Homo sapiens) | 190,000 compounds, 0.66% hits | recombinant PMI enzyme, coupled fluorescence intensity; higher % means a stronger effect
TNAP activation fold = human TNAP enzyme activators, primary screen, biochemical, luminescent, no phosphate acceptor, uHTS (AID 1001) | Alkaline phosphatase, tissue-nonspecific isozyme (Homo sapiens) | purified TNAP, luminescent activation assay, no phosphate acceptor; higher activation fold means a stronger effect | activation fold at 20 µM; hits with a dose series show EC50 in µM | 200,000 compounds, 0.03% hits; in the data active = activation fold from about 3, or a potency from the dose series; inactive = the rest, 99 in 100 with activation fold below about 1.6; note: many of its hits are not listed in these tables
M17LAP inhibition = P. falciparum M17LAP inhibitors, primary screen, biochemical, fluorogenic H-Leu-NHMec substrate, 1536-well (AID 1619) | inhibition, % at 30 µM, or IC50 in µM where a hit was titrated | Leucine aminopeptidase (Plasmodium falciparum (isolate 3D7)) | recombinant M17LAP, H-Leu-NHMec fluorogenic kinetic assay; higher % means a stronger effect | 220,000 compounds, 0.38% hits;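 active = compound inhibiting the enzyme by more than half at any dose during confirmatory dose-response retesting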;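 note: plate controls were full reaction with DMSO carrier for no effect and no enzyme background for full effect; strong numbers were not always called active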
M1AAP inhibition = P. falciparum M1AAP inhibitors, biochemical, fluorogenic H-Leu-NHMec substrate, 1536-well (AID 1445). recombinant M1AAP, H-Leu-NHMec fluorogenic kinetic assay; higher % means a stronger effect. one-dose inhibition, % at 30 µM; IC50 in µM for titrated hits. 220,000 compounds, 0.42% hits;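 active = primary inhibition above the hit cutoff, then over 50% inhibition at one or more dose response concentrations, cut at about 23% in these data, passing the limit was not always enough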;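 note: plate controls were DMSO full reaction for no effect and no enzyme background for full effect; strong numbers were not always called active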
LYP inhibition = inhibitors of LYP phosphatase, biochemical, fluorescence intensity, uHTS (AID 1779); Tyrosine-protein phosphatase non-receptor type 22 (Homo sapiens); recombinant LYP phosphatase, fluorescence intensity; higher % means a stronger effect; inhibition, % at 11.5 µM, or IC50 in µM where a hit was titrated; 290,000 compounds, 0.054% hits;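 note: plate controls were vehicle with enzyme for no effect and no enzyme for full effect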
Myeloid diff MLP GFP+ MAC1+ % = second read-out of Myeloid diff MLP, no call of its own (marks repeat the call); GFP+ MAC1+ double positive, %; measured here: differentiation confirmed by MAC1 staining
Numbers without * were called inactive; i = inactive; · = not tested or not shown; + = active, no number. Cut-off read from the data, not from the text of the source, unless noted: active = inhibition above about 50%; inactive = the rest.

SMILES | ER stress rescue | XIAP antagonists | Myeloid diff MLP | Myeloid diff MLP GFP+ MAC1+ % | PMI inhibitors | PMI inhibition | TNAP activation fold | M17LAP inhibition | M1AAP inhibition | LYP inhibition
c1cnc(N2CCN(c3ncnc4c3oc3ccccc34)CC2)nc1 | 2.0% | -3.3% | · | · | 5% | 13% | 1.1 | · | · | -3%
CCc1ccc(/C=C2\SC(N3CCCC3)=NC2=O)cc1 | -1.8% | 0.5% | i | 0.3 | 5% | 0% | 1.1 | 0% | 10% | -7%
Cc1ccc(-n2c(Cc3cccs3)nnc2SCC(=O)Nc2ccc(S(N)(=O)=O)cc2)cc1 | 4.4% | -2.5% | i | 0.7 | 7% | 8% | 1.1 | -9% | 15% | 0%
CN(C)/C=C/C(=O)c1cnc(-c2ccccn2)s1 | -0.3% | -8.5% | i | 0.8 | -7% | 5% | 1 | 10% | -8% | 0%
CCOc1ccc(N=C(C)c2ccccc2O)cc1 | -4.1% | -11% | + | 21* | 22% | 56%* | 1.1 | -10% | 14% | -6%
COc1ccccc1OCCCn1c(=O)sc2ccccc21 | 2.1% | -6.7% | i | 0.7 | -11% | -6% | 1 | -11% | 1% | 7%
NC(=O)CC[C@@H]1NC(=O)[C@@H]2CCCN2C(=O)c2cc([N+](=O)[O-])cc(I)c2NCCCC[C@@H](C(=O)NC(CC(=O)O)C(N)=O)NC1=O (stereo partly drawn) | -3.5% | -5.8% | i | 1.2 | -15% | -17% | 1 | 35% | 5% | -2%
CCOc1ccc(NC(=S)Nc2ccccc2C2(C)CC2)cc1 | -1.4% | -1.5% | i | 0.2 | 2% | 2% | 1.4 | -4% | -2% | -2%
CCOc1ccc(-n2c(SCC(=O)NCc3ccco3)nc3ccccc3c2=O)cc1 | · | -5.2% | i | 0.9 | 1% | 10% | 1.2 | 4% | 8% | 4%
CCn1nc(NC(=O)C2CCCO2)c2cc3cccc(C)c3nc21 (stereo not drawn) | · | · | i | 0.5 | · | · | · | -24% | -2% | -2%
Cc1cc(C)c2oc(C(=O)NCCc3ccc(S(N)(=O)=O)cc3)cc(=O)c2c1 | · | · | i | 1.5 | · | · | · | 0% | 3% | -5%
Nc1c(C(=O)C2CC2)sc2nc(-c3ccccc3)cc(C(F)(F)F)c12 | -1.0% | -6.6% | + | 11* | -52% | -100% | 1.1 | -1% | 7% | -7%
Cc1ccc(C)n1-c1ccc(C(=O)NN)s1 | -1.5% | -3.5% | i | 0.4 | -7% | 8% | · | 24% | 4% | 2%
O=C(Nc1ccc(F)cc1F)c1csc(-c2ccncc2)n1 | 0.0% | -1.0% | i | 0.1 | 3% | 1% | 1.1 | -4% | 0% | -3%
Cc1ccc(-c2cc(C(F)F)nc(N3CCC(C)CC3)n2)cc1 | -2.1% | -5.2% | i | 0.5 | 8% | 3% | 1.1 | -7% | 2% | -5%
COc1cccc(/C=C(/C#N)c2ccc(F)cc2)c1OCc1cccc(C(=O)O)c1 | -2.3% | -1.2% | i | 0.6 | 4% | 11% | 1.1 | 43% | 44µM* | -4%
Cc1oc(-c2cc3c(cc2Cl)OCO3)nc1CN1CCCC(C(=O)N2CCOCC2)C1 (stereo not drawn) | -1.7% | -4.4% | i | 0.3 | 2% | 8% | 1.1 | 20% | 4% | -6%
Cc1ccccc1C(=O)NNC(=S)NC(=O)c1ccc(Cl)cc1Cl | 3.9% | -4.8% | · | · | -13% | -21% | 1 | 91% | -21% | -2%
Cc1cnc(CN(C)Cc2c(C(=O)N3CCc4ccccc4C3)nc3ccc(Cl)cn23)[nH]1 | 2.0% | -12% | i | 0.3 | 2% | 3% | 1.1 | 11% | 3% | -6%
Cc1nc2sccn2c(=O)c1CCN1CCC(=C(c2ccccc2)c2ccc(F)cc2)CC1 | 0.9% | 0.4% | · | · | 4% | 14% | 1.1 | 4% | 4% | 0%
COc1cc(OC)c(C2C(C#N)=C(C)NC(C)=C2C#N)c(C(=O)O)c1 | · | · | i | 0.6 | · | · | · | -2% | 5% | -9%
Cc1cccn2c(/C=N/OCc3cccc(F)c3)c(-c3ccc(Cl)cc3)nc12 | 0.2% | -6.3% | i | 1.1 | -3% | -3% | 1 | 18% | 3% | 6%
S=c1[nH]nc(-c2ccc(Cl)cc2)n1-c1ccc2c(c1)OCCO2 | -2.1% | -7.6% | i | 0.5 | 10% | 14% | 1.4 | -7% | -8% | -3%
CCOC(=O)c1ccc(NC(=O)CNC(=O)c2ccccc2)cc1 | 3.0% | -5.1% | i | 1.1 | -1% | 0% | 1.1 | -8% | -7% | -8%
CC(C)n1c(-c2ccccc2F)n[nH]c1=S | -1.0% | -1.3% | i | 14 | 0% | -8% | 0.3 | 7% | 6% | -1%
CN(C)/C=C(\C(=O)c1ccccc1)c1nnnn1-c1ccccc1 | · | · | i | 0.3 | · | · | · | 19% | 2% | -2%
COc1cccc(OCCOCCNCCO)c1 | -0.5% | -3.3% | · | · | 6% | 7% | 1.1 | 7% | 2% | 0%
COc1ccc(-n2c(N)c(C(=O)NCC3CCCO3)c3nc4ccccc4nc32)c(OC)c1 (stereo not drawn) | -1.1% | -4.6% | i | 8.6 | 21% | 45% | 1.3 | -18% | 7% | -3%
CCC1(C)Cc2ccccc2C(=S)N1 (stereo not drawn) | 0.9% | 20% | i | 0.5 | -19% | -15% | 1 | -6% | -5% | -3%
O=C(COC(=O)c1ccc(N2CCOCC2)c([N+](=O)[O-])c1)Nc1ccc2c(c1)OCO2 | 16% | 1.6% | i | 0.5 | 0% | 7% | 1 | 12% | 5% | 0%
C=C(C)CNC(=S)NNC(=O)c1ccc(Br)cc1 | 0.3% | -3.9% | i | 0.7 | -8% | -6% | 1.9 | -6% | -1% | -9%
CSc1nnnn1-c1c(C)cccc1C | · | · | i | 0.9 | · | · | · | 5% | 8% | -4%
CCOC(=O)c1sc(NS(=O)(=O)c2ccccc2)nc1C | -2.0% | -3.7% | i | 1.8 | 1% | 6% | 1 | 23% | 3% | -4%
COc1cccc(CNC(=O)CCC2CCCN(C(=O)CCc3c(C)noc3C)C2)c1 (stereo not drawn) | -0.6% | -2.2% | i | 0.3 | 10% | 4% | 1.1 | 0% | -2% | -5%
CC1CN(c2cc(=O)n(Cc3ccc(F)cc3)c(=O)[nH]2)CC(C)O1 (stereo not drawn) | 2.0% | -5.1% | i | 3.0 | 12% | 20% | 1.1 | -7% | 3% | -4%
CC(=O)Nc1cccc(OCC(=O)NC(C)C(C)C)c1 (stereo not drawn) | 1.0% | -2.0% | i | 1.9 | -2% | -2% | 1.1 | -2% | 1% | -7%
CCOc1ccc(N)cc1OC | -0.7% | 3.3% | i | 0.4 | -12% | 46% | 1.2 | -1% | 4% | -2%
COc1ccc(C)cc1NC(=O)CN1C(=O)c2ccccc2S1(=O)=O | 0.0% | -5.0% | i | 1.9 | 3% | 8% | 1.1 | 11% | -1% | 3%
O=C(COC(=O)c1cn(-c2ccccc2)nc1-c1cccnc1)NC1CC1 | -0.4% | -4.2% | i | 0.3 | -5% | -4% | 1.1 | 1% | 0% | -5%
COc1ccccc1N1CCN(CC(=O)Nc2ccc3c(c2)OCCO3)CC1 | -3.1% | -9.4% | i | 0.6 | -20% | -10% | 1 | -7% | 1% | -7%
CC(C)c1ccc(N2CCN(C(=O)c3ccccc3NC(=O)/C=C(\C(=O)O)c3ccccc3)CC2)cc1 | 5.7% | -6.4% | · | · | 5% | -4% | 1.1 | 6% | 6% | 13%
CCOC(=O)N1CCN(C(=O)CSCc2ccccc2C)CC1 | -0.1% | -3.1% | i | 1.0 | 7% | 12% | 1.1 | 2% | 2% | -9%
O=C(O)c1cccc(NC(CNS(=O)(=O)c2ccc(Cl)cc2)c2ccccc2)c1 (stereo not drawn) | -0.9% | -6.9% | i | 0.4 | -1% | 18% | 1 | 25% | 10% | 2%
COc1ccc(C(C)(C)C)cc1NC(=O)c1ccc2c(c1)SC1=NS(=O)(=O)CCN12 | -0.8% | -2.2% | i | 1.0 | -1% | 9% | 1.2 | 5% | 14% | 6%
Cc1nccc(-c2ccc(-n3cnc4ccccc43)cc2)n1 | -0.9% | -2.0% | i | 0.0 | 9% | -1% | 1.1 | 11% | 1% | -5%
CCO[C@@H]1OC(C(=O)N2CCCCCCC2)=C[C@H](c2csc3ccccc23)[C@H]1CCCO | 9.2% | -2.7% | i | 2.2 | 4% | 9% | 1.1 | -3% | 0% | -2%
CCOC(=O)C1(C)/C(=N/Nc2ccc(S(N)(=O)=O)cc2)C(=O)C(=O)N1c1ccccc1 (stereo not drawn) | -6.2% | -8.3% | i | 0.2 | -14% | 32% | 0.7 | 19% | 7% | -2%
Cc1ccc(S(=O)(=O)NN)c(C)c1N1CCCC1=O | · | · | i | 0.2 | · | · | · | 8% | 6% | -9%
O=C(NCc1ccccc1Cl)C1CCCN(S(=O)(=O)c2cccc3nsnc23)C1 (stereo not drawn) | -0.2% | -17% | i | 20 | 12% | 5% | 1.2 | 8% | 11% | -1%
Cc1ccc2c(C(=O)CNc3nncs3)c(C)[nH]c2c1 | · | · | i | 0.7 | · | · | · | 5% | 4% | -1%
Cc1cc(C)n2cc(CSCc3ccco3)nc2n1 | -1.5% | -1.0% | i | 1.2 | 14% | 17% | 1 | 1% | 8% | 0%
OCC(O)C(O)C(O)C(O)C1NCCS1 (stereo not drawn) | -0.8% | -5.0% | i | 1.6 | 2% | -11% | 1 | 16% | 15% | -9%
Cc1ccccc1NCc1ccc(O)c2ncccc12 | -2.8% | -1.8% | i | 4.7 | 13µM* | 12µM* | 1.1 | -14% | -17% | -2%
COc1ccc(Cl)cc1S(=O)(=O)n1cnc2ccccc21 | · | -15% | i | 0.7 | 9% | 4% | 1 | -11% | 2% | -2%

An excerpt of these results, with values under each structure:
Below each compound: ER stress rescue, XIAP antagonists, Myeloid diff MLP, Myeloid diff MLP GFP+ MAC1+ %, PMI inhibitors, PMI inhibition, TNAP activation fold, M17LAP inhibition, M1AAP inhibition, LYP inhibition
Cc1cc(C)n2cc(CSCc3ccco3)nc2n1
    -1.5%, -1.0%, i, 1.2, 14%, 17%, 1, 1%, 8%, 0%
OCC(O)C(O)C(O)C(O)C1NCCS1 (stereo not drawn)
    -0.8%, -5.0%, i, 1.6, 2%, -11%, 1, 16%, 15%, -9%
Cc1ccccc1NCc1ccc(O)c2ncccc12
    -2.8%, -1.8%, i, 4.7, 13µM*, 12µM*, 1.1, -14%, -17%, -2%
